Assay outcomes from PubChem BioAssay.
IDE inh: inhibitors of human insulin-degrading enzyme in cells; AID 434962; P14735; inhibition, % at 5.59 µM; 320,000 compounds, 0.41% hits; HEK cells, FAbetaB cleavage, fluorescence polarization;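 active means percent inhibition above the average of all tested compounds plus 3 SD, set per screening campaign, cut at about 16% in these data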;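 further: IDE supplied by intact live HEK cells; FP after avidin binding of uncleaved biotin substrate so inhibition keeps polarization high; 0% = DMSO wells and 100% = 60 µM reference IDE inhibitor Ii1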
PHOSPHO1 inh: inhibitors of human PHOSPHO1 phosphatase | Q8TCT1 | recombinant PHOSPHO1, absorbance phosphatase assay | inhibition, % at 13.3 µM | 290,000 compounds, 1.1% hits | AID 1565; in the data active means inhibition above about 60%
Target sequence (Q8TCT1 whole entry, looked up): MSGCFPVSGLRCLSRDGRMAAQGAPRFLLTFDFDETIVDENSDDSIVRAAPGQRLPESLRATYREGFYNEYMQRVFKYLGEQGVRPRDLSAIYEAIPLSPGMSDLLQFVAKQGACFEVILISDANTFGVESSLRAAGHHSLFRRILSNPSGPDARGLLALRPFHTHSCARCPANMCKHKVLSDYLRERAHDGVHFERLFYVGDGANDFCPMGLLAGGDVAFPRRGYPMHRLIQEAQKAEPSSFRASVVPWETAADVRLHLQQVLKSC
pCIP destab: p/CIP protein destabilization | F442A p/CIP-EGFP cells, EGFP fluorescence, 16 h | 290,000 compounds, 0.01% hits | decrease of EGFP signal, % at 10 µM | AID 1984;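 active means EGFP signal decrease of at least 30% at 10 µM or well 3 SD below plate mean, unless failing retest; inactive means the rest, including hits failing retest or dose response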; further: some compounds called inactive have numbers as strong as hits; many of its hits are not listed in these tables
VIM-2 inh: inhibitors of Pseudomonas aeruginosa VIM-2 metallo-beta-lactamase; inhibition, % at 5.6 µM; 290,000 compounds, 0.89% hits; purified VIM-2, nitrocefin hydrolysis, epi-absorbance fluorescence; AID 1527;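 active means inhibition above the mean of all tested compounds plus 3 SD, cutoff set per screening run, cut at about 7.5% in these data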;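 further: red hydrolysis product quenches plate fluorescence so inhibitors raise well fluorescence; 0% = enzyme with DMSO and 100% = DMSO without enzyme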
NALP1 yeast inh: inhibitors of NALP1 inflammasome in yeast. S. cerevisiae NALP1/ASC/caspase-1 growth, X-gal OD620, 72 h. inhibition, % at 10 µM. 280,000 compounds, 0.61% hits; in the data active means inhibition mostly above about 24%, no sharp cut-off; inactive means mostly below about 32%; further: some compounds called inactive have numbers as strong as hits
IDE act: boosts human insulin-degrading enzyme activity in HEK cells; FAbeta-B cleavage, fluorescence polarization; 0% vehicle, 100% cell-free pure enzyme wells; 340,000 compounds, 0.073% hits; P14735; activation, % at 5.96 µM;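 active means activation above the mean of all tested compounds plus 3 SD, set per screening campaign, cut at about 17% in these data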
PfM18AAP inh: blocks P. falciparum M18 aspartyl aminopeptidase; recombinant PfM18AAP, H-Glu-NHMec fluorogenic cleavage; inhibition, % at 7.35 µM; 290,000 compounds, 1.2% hits; AID 1822;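 active means inhibition above the campaign mean inhibition over all tested compounds plus 3 SD, cut at about 28% in these data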;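 further: 0% = plate median of test compound wells and 100% = 2 mM ZnCl2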
GPR7 antag: human neuropeptides B/W receptor 1 antagonism | 290,000 compounds, 1.1% hits | GPR7-expressing cells, fluorescence antagonist assay | inhibition, % at 4.4 µM; in the data active means inhibition above about 16%, passing the limit was not always enough;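 further: cells stimulated with the agonist NPW; 0% = agonist with vehicle and 100% = vehicle without agonist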
Target sequence (P48145 whole entry, looked up): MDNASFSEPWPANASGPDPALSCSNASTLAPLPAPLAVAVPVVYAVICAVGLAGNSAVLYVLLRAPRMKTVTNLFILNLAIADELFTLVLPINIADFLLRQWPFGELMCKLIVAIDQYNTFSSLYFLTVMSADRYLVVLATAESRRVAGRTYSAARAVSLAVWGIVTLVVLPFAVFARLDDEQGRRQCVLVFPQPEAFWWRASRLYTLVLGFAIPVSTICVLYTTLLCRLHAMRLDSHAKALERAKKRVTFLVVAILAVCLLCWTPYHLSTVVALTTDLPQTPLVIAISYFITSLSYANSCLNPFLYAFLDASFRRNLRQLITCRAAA
IMP-1 inhibitor: blocks Pseudomonas aeruginosa IMP-1 metallo-beta-lactamase; inhibition, % at 5.6 µM; purified IMP-1, nitrocefin hydrolysis, epi-absorbance fluorescence; AID 1556; 290,000 compounds, 0.45% hits;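 active means inhibition above the mean plus 3 SD of all compounds in the same screening run, cut at about 4.5% in these data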;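 further: 0% = IMP-1 with DMSO and 100% = DMSO wells lacking enzyme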
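Assay system: purified IMP-1; Quantity: IMP-1 0.2 nM before substrate addition; Medium: HEPES buffer pH 7.1 with ZnSO4 and Brij 35; Incubation: 15 min enzyme–compound preincubation, then 25 min nitrocefin reaction, 25 °C; Signal: fluorescence quenching readout, ex 480/em 530 nm; Controls: DMSO with and without IMP-1; Repeats: singlicate testing.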
* marks the source's active call; other numbers are inactive results; x = not tested or not shown.

SMILES | IDE inh | PHOSPHO1 inh | pCIP destab | VIM-2 inh | NALP1 yeast inh | IDE act | PfM18AAP inh | GPR7 antag | IMP-1 inhibitor
Cc1cccc(NC(=O)c2cccc(NS(=O)(=O)c3ccc(Cl)cc3)c2)c1 | -5 | -20 | -12 | -3.3 | 16 | 3 | -10 | -11 | -4.3
Cc1ccc(-n2cc(C(=O)c3ccc4ccccc4c3O)cn2)cc1 | 2 | -24 | -4 | -1.2 | 11 | 4 | -2 | -20 | -2.0
O=C1c2ccccc2-c2c1cccc2C(=O)N1CCOCC1 | -1 | -8 | -6 | -1.1 | 4 | 1 | -3 | 4 | -0.7
Cc1ccc2nc3c(cc(C#N)c(=N)n3CCCN3CCOCC3)c(=O)n2c1 | x | x | x | -2.2 | x | x | 0 | -12 | -4.1
FC(F)(F)c1cc(Cl)c2nnc(-c3cccnc3)n2c1 | 3 | 11 | -3 | -1.8 | 1 | 1 | -5 | -12 | -2.7
COC(=O)c1ccccc1NC(=O)CN(CCc1ccccc1)S(C)(=O)=O | 3 | 1 | -8 | -2.4 | x | 3 | -1 | 11 | 0.0
O=C(NNC(=S)NC1CC2C=CC1C2)c1cccnc1 (configuration not stated) | -2 | 30 | -5 | -5.1 | -2 | x | 4 | -3 | -1.2
CCCS(=O)(=O)N1CCCC(C(=O)Nc2ccc3c(c2)CCC3)C1 (configuration not stated) | 0 | 38 | 4 | -0.2 | 18 | -3 | -10 | -6 | 0.9
COc1ccccc1N1CCN(C(=O)Nc2cccc(Cl)c2)CC1 | 2 | 13 | 0 | -1.5 | 9 | 2 | -11 | 1 | -3.9
CCc1ccc(/C=C2/SC(N3CCOCC3)=NC2=O)cc1 | -1 | 4 | -6 | -0.5 | -4 | -1 | 2 | -13 | -1.2
CCCNc1nc2c(c(=O)[nH]c(=O)n2C)n1Cc1cccc(Br)c1 | -7 | 3 | -13 | -0.5 | -10 | 3 | 2 | -5 | -0.6
CCn1c(CSc2nnc(-c3ccc4c(c3)OCO4)o2)nc2cc(S(=O)(=O)N(C)C)ccc21 | 0 | -2 | -5 | -1.8 | 14 | 3 | -4 | -4 | -2.1
Cc1nn(C(C)c2nc(-c3ccccc3)no2)c(C)c1[N+](=O)[O-] (configuration not stated) | 5 | 23 | -2 | 0.9 | 7 | 0 | -13 | 5 | -0.2
O=C(CCNS(=O)(=O)c1cccc2nonc12)NCCc1ccc(Cl)cc1 | -1 | -14 | -11 | -2.4 | 15 | 4 | 3 | 2 | -2.6
O=C(CSc1ncccc1C(=O)O)NC1CCCCC1 | -2 | 36 | -9 | -6.6 | -4 | 6 | -3 | 4 | -1.7
Cc1cc(NC(=O)Cn2cc([N+](=O)[O-])cn2)n(Cc2ccc(F)cc2)n1 | -3 | 36 | -5 | 0.0 | -23 | 6 | -1 | 6 | -1.5
O=C(OCc1ccc(F)cc1)c1cc(=O)c2ccccc2o1 | -1 | 26 | -4 | -0.2 | 10 | -1 | 1 | -3 | -3.0
O=C(Nc1cc(Sc2ccccn2)cc([N+](=O)[O-])c1)c1cccc(Cl)c1 | 2 | -14 | -4 | -0.5 | 14 | -2 | -11 | 5 | -2.3
CCCCNC(=O)c1onc(CSc2ccccc2CC)c1C(=O)O | 2 | 7 | 5 | 2.4 | -12 | 3 | 6 | -2 | 1.3
N#CC1=C(N)Oc2cc(O)c(C=Nc3ccccc3)cc2C1c1ccccc1 (configuration not stated) | 6 | -14 | -14 | -2.3 | 13 | 5 | 12 | -4 | -0.5
O=C(CCN1CCN(Cc2ccccc2)CC1)NNC(=O)Nc1cccc(C(F)(F)F)c1 | -3 | 16 | -8 | -4.5 | 18 | 7 | -7 | 3 | -1.2
CN(C)S(=O)(=O)c1ccc(C(=O)Nc2ccccc2C(=O)O)cc1 | 11 | 14 | -3 | -3.4 | 2 | 0 | -2 | -8 | -2.5
Cc1nc(Nc2ccc(S(N)(=O)=O)cc2)oc1C | 0 | -8 | 2 | 3.2 | -19 | 7 | 10 | -1 | -0.7
Cc1ccc(-c2c(C(=O)N/N=C/C3CC=CCC3)nnn2-c2nonc2N)cc1 (configuration not stated) | 2 | 12 | -9 | -2.8 | 4 | 5 | -12 | -11 | 1.4
O=C(Nc1ccc(F)cc1)c1ccc2c(=O)n3c(nc2c1)CCCCC3 | 4 | 33 | -6 | 1.5 | 0 | 3 | 10 | -5 | -1.5
c1ccc(-c2nnc(N3CCN(c4ccccn4)CC3)c3ccccc23)cc1 | 4 | -4 | -8 | -0.6 | 18 | 2 | -10 | -9 | 1.3
COC(=O)c1ccccc1NC(=O)c1noc2c1CCC2 | 0 | 0 | 5 | x | 23 | 6 | x | x | x
CCN(CC)c1ccc(NC(=O)CCCOc2cccc(C)c2)cc1 | x | -7 | -3 | 0.5 | 5 | 3 | 2 | -10 | -1.1
COCc1nc2sc(C)c(C)c2c(=O)[nH]1 | 1 | -14 | -8 | -0.7 | -39 | 3 | -4 | -6 | -4.8
O=C(Cc1ccc(Cl)cc1)NCCCn1ccnc1 | 0 | -6 | 1 | -1.0 | 33 | 6 | -4 | 17 | -2.0
O=C(NCc1ccccc1)C(=O)NCC1OCCN1S(=O)(=O)c1cccs1 (configuration not stated) | 0 | 4 | -8 | -0.5 | 26 | 1 | -5 | 0 | -3.0
CCOc1ccc(C2=Nn3c(nnc3-c3cccnc3)SC2)cc1 | 4 | 13 | 5 | 0.2 | -1 | -11 | 1 | -1 | -2.0
CCCC(=O)Nc1ccc(C(=O)n2nnc3ccccc32)cc1 | 6 | 4 | -8 | -4.0 | 6 | 4 | 10 | -10 | -4.0
CC(C)CC(NC(=O)C1CCC(=O)N1C(=O)OCc1ccccc1)C(=O)NC(Cc1ccccc1)C(N)=O (configuration not stated) | 0 | 12 | -4 | -0.4 | 3 | 2 | -9 | -13 | -0.8
CC1(C)Cc2nc3sc4c(=O)n(Cc5ccccc5)cnc4c3cc2CS1 | 1 | -4 | -7 | 1.4 | 19 | 2 | -3 | -2 | -1.7
CN(C(=O)CN1C(=O)S/C(=C\c2ccccc2)C1=O)C1CCS(=O)(=O)C1 (configuration not stated) | 5 | -54 | -3 | -0.2 | 27 | 5 | 8 | 10 | 0.1
Cc1ccccc1NC(=O)c1ccc2snnc2c1 | 6 | 49 | -1 | -0.2 | 16 | 0 | 4 | -4 | -1.1
CCc1nnc(NC(=O)Cn2nnc(-c3ccccc3F)n2)s1 | -1 | 19 | -6 | -1.9 | 14 | 4 | -2 | 8 | -2.2
CCN(Cc1ccccc1)S(=O)(=O)c1cc(C(=O)NCC2CCCCC2)ccc1OC | -2 | -31 | -2 | -3.7 | 33 | -1 | 2 | -10 | -3.0
O=S(=O)(c1cccs1)N1CCC(Cc2ccccc2)CC1 | 4 | -17 | -5 | 0.1 | -6 | 0 | -6 | -10 | 4.3
CCOc1ccccc1N1C(=O)CC(Sc2nccc(C)n2)C1=O (configuration not stated) | x | 25 | -14 | 0.4 | 6 | -5 | -4 | -4 | -2.2
O=C(CSc1nnc(NC(=O)c2ccco2)s1)Nc1ccccc1Cl | 0 | 35 | -6 | -4.2 | 18 | 3 | 3 | -8 | -2.8
Cc1cc(C)c(S(=O)(=O)N2CCc3ccccc32)c(C)c1 | -3 | x | -6 | 1.5 | 16 | 3 | -8 | -4 | 1.6
Cn1c(CN2CCN(c3ccccc3NS(C)(=O)=O)CC2)nc2ccccc21 | -5 | 28 | 5 | -1.4 | -10 | 3 | 0 | -11 | -3.5
COC(=O)c1ccccc1NC(=O)c1ccc(-c2ccc(Br)cc2)o1 | -1 | -3 | 4 | -0.2 | 12 | 6 | -7 | -2 | -1.5
Cc1cc(C)n2nc(SCCC(=O)NCc3ccccc3)nc2n1 | 1 | 17 | -2 | -2.7 | -6 | -3 | -9 | 2 | -2.2
CC(C)NS(=O)(=O)c1ccc(CCC(=O)Nc2ccc3c(c2)OCO3)cc1 | 7 | 13 | -1 | -0.6 | 12 | -2 | -1 | 6 | -4.5
CCOC(=O)C1=C(O)/C(=C\c2cccs2)N=C1C | 5 | -2 | 5 | -3.4 | 23 | -3 | 7 | 7 | 0.7
CC(=O)Nc1ccc2oc(-c3cc(F)c(F)cc3Cl)nc2c1 | 0 | -7 | -16 | 0.7 | 5 | -3 | 3 | 4 | 1.3
O=C(CNC(=O)OCc1ccccc1)Oc1ccc2ccc(=O)oc2c1 | -3 | 24 | -8 | -1.5 | 24 | 3 | 11 | -12 | -3.2
CCOc1ccccc1N1CCN(Cc2ccc(OC)c(OC)c2)CC1 | 4 | -1 | 0 | 1.1 | -5 | 4 | 1 | -4 | 0.2
CC(C)CN(C(=O)COC(=O)c1ccc2c(c1)NC(=O)CS2)C1CCS(=O)(=O)C1 (configuration not stated) | 0 | 24 | 0 | -1.5 | -16 | 1 | 7 | -4 | -1.7
Cc1cccc(Nc2nc(N)c([N+](=O)[O-])c(N3CC(C)CC(C)C3)n2)c1 (configuration not stated) | -3 | 1 | 1 | -3.3 | 30 | 4 | -1 | -20 | -1.3
O=C(N/N=C/c1ccccc1[N+](=O)[O-])c1cnccn1 | 1 | 33 | -7 | -1.6 | -27 | 1 | 4 | -8 | -1.8
Cc1cc(C)n(CCOC(=O)c2sc3ccccc3c2Cl)n1 | 4 | 1 | -2 | -0.4 | 11 | 4 | 3 | -15 | -2.1
CCOc1ccc(S(=O)(=O)N2CCC(C(N)=O)CC2)c2ccccc12 | -4 | 13 | -1 | -3.8 | 15 | -1 | -8 | -2 | -3.1
COc1ccc(CN(C)CC(=O)Nc2sc3c(c2C#N)CCC3)c(OC)c1 | 5 | 5 | 2 | -0.7 | 15 | 4 | 1 | -1 | 0.6
CCc1nnc(NC(=O)CSc2nnc(COc3ccccc3C)o2)s1 | -6 | 97* | 13 | -1.4 | -1 | 5 | 27 | -7 | -3.2
Cc1cccc(N2CC(=O)N(c3cccc(C)c3)CC2=O)c1 | 1 | -3 | 0 | -4.0 | 6 | 2 | 2 | -12 | -4.5
CN(CC(=O)Nc1ccc(F)cc1)C(=O)c1ccccc1OCc1ccc(F)cc1 | 0 | 0 | 4 | -2.0 | 10 | -3 | 1 | -12 | -1.6

(cont.)
SMILES | IDE inh | PHOSPHO1 inh | pCIP destab | VIM-2 inh | NALP1 yeast inh | IDE act | PfM18AAP inh | GPR7 antag | IMP-1 inhibitor
c1ccc2c(-c3nnc(SCc4cn5ccccc5n4)o3)c[nH]c2c1 | -3 | 85* | -7 | 0.0 | 3 | -3 | 4 | 4 | -5.3
COc1ccccc1CNC(=O)CNC(=O)Cn1cnc2ccccc2c1=O | 1 | -10 | -2 | -0.4 | 4 | 4 | -6 | -11 | -1.4
Cn1ncc([N+](=O)[O-])c1C(=O)Nc1ccc(C2CCCCC2)cc1 | 2 | -36 | 10 | -2.8 | -7 | 1 | 4 | -9 | -3.8
C=CCNC(=O)c1onc(CCl)c1C(=O)OC | -2 | 18 | -5 | 3.7 | -4 | 4 | -8 | -1 | 1.1
O=C1CNC(=O)/C1=C/c1ccccc1 | 4 | 9 | 1 | -1.4 | 10 | 2 | 0 | -9 | -1.0
O=C(Nc1cccc2cccnc12)c1ccc2c(c1)OCCO2 | -5 | 22 | 6 | -3.2 | 27 | -2 | 3 | -6 | -4.4
